CAL PDZ FP-1: CAL PDZ (human) peptide binding inhibition; Q9HD26; AID 602252; inhibition, % at 24.9 µM; purified CAL PDZ, TMR-peptide fluorescence polarization, 1 h; 300,000 tested, 0.92% active;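 active = mean inhibition of at least 30% with at least half of replicates also reaching 30%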;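 also: 0% = DMSO neutral control and 100% = excess unlabeled competitor peptide PRC23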
cardiac RTF act: increases calcium sensitivity of human cardiac regulated thin filaments. IANBD-labeled TnC RTF fluorescence at EC20 calcium; 0% EC20 calcium, 100% full calcium. activation, % at 7.2 µM. 340,000 tested, 0.24% active;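 active = activation above the mean over all tested compounds plus 3 SD, cut at about 30% in these data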;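 also: rise in fluorescence read as greater calcium sensitivity of cardiac thin filaments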
Cardiac RTF inh: cardiac RTF calcium desensitization; P19429+P45379; IANBD-labeled cardiac RTF, Ca2+ fluorescence; inhibition, % at 7.15 µM; 340,000 tested, 0.12% active; AID 493244;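 active = inhibition above the mean inhibition of all tested compounds plus 3 SD, cut at about 17% in these data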;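 also: assay run at fixed EC70 calcium of 1.6 mM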
CAL PDZ FP-2: inhibitors of human CAL PDZ peptide binding. inhibition, % at 20 µM. 330,000 tested, 0.02% active. AID 504414. purified CAL PDZ, TMR-peptide fluorescence polarization, 1 h. Q9HD26;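 active = highest replicate inhibition of at least 40%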;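 also: plate controls were DMSO neutral control wells for no effect and unlabeled competitor peptide control wells for full effect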
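System: tagged CAL PDZ domain. Schedule: 1 h room-temperature incubation prior to read. Signal: fluorescence polarization (mP). Measure: percent inhibition from loss of millipolarization.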
LANA DNA inh: inhibitors of KSHV LANA C-terminal domain DNA binding; MBP-C-LANA/FAM-LBS DNA binding, fluorescence polarization; inhibition, % at 9 µM; 340,000 tested, 0.078% active; AID 504423;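 active = highest replicate inhibition at or above 60% at 9 µM, even if other replicates fall short; inactive = all replicates below 60% inhibition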;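 also: 0% = neutral control wells and 100% = 4 µM acridine orange control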
PKA-R2B activ: activators of human PKA-R2B complex; PKA-R2B holoenzyme dissociation, Cy5-IP20 fluorescence polarization; R2B truncated from residue 108, S112A mutant; 0% DMSO only, 100% 113 µM cGMP; activation, % at 11.4 µM; 340,000 tested, 0.079% active; AID 504700; P22694+P31323;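 active = activation above a cutoff set at the mean over all compounds plus 3 SD, cut at about 18% in these data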;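 also: higher means more holoenzyme dissociation and a rise in polarization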
Target sequence (P31323 whole entry, looked up, other chains not shown, the tested form may be a part): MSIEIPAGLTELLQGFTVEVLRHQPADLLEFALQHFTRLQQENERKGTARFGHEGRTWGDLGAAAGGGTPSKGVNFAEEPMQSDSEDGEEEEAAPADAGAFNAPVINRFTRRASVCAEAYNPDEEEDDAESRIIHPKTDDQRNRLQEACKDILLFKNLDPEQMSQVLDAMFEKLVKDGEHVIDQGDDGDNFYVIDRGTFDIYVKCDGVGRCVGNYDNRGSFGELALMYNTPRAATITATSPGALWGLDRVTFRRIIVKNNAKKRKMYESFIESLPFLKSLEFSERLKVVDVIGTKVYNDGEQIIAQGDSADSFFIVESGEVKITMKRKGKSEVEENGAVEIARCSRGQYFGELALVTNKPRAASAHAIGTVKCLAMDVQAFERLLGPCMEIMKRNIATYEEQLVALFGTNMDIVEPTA
Keap1 Nrf2 FP: disrupts human Keap1 binding to Nrf2 peptide. Keap1 Kelch-Nrf2 peptide fluorescence polarization, 1536-well. Q14145. 340,000 tested, 0.15% active. inhibition, % at 9.4 µM. AID 504523; in the data active = inhibition above about 12%;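 also: human Keap1 Kelch domain with fluorescein labeled Nrf2 9mer peptide probe; 0% = neutral control wells and 100% = peptide positive control; higher means more block of Keap1 binding to Nrf2 peptide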
Target sequence (Q14145 whole entry, looked up, the tested form may be a part): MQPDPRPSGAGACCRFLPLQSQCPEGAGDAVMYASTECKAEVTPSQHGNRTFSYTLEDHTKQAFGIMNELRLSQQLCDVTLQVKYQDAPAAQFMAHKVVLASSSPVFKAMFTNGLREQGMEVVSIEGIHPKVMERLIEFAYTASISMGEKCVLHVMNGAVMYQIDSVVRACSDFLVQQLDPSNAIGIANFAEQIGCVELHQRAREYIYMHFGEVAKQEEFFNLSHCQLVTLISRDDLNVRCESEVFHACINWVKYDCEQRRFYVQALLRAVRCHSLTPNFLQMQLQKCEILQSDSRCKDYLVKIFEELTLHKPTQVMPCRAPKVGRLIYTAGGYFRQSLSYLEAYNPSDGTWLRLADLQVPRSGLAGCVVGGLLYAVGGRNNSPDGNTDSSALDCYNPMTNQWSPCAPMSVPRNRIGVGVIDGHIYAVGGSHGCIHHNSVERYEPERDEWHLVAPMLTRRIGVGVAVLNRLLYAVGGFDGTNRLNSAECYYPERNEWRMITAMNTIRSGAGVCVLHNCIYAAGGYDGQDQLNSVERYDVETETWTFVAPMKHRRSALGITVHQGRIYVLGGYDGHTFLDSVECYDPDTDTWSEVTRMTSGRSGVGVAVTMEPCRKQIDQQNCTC
Rtt109 Vps75: inhibitors of Candida albicans Rtt109/Vps75 histone acetyltransferase. Q5AAJ8. purified Rtt109/Vps75, ThioGlo CoA-SH fluorescence, 4 h. inhibition, % at 34.9 µM. 330,000 tested, 0.16% active;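 active = inhibition of at least 50% in every replicate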
SR-BI DiI-HDL act: activators of SR-BI mediated HDL lipid uptake | CHO ldlA[mSR-BI] cells, DiI-HDL uptake fluorescence, 3 h; 100 = double the neutral-control signal | activation, % at 12.5 µM | 320,000 tested, 0.096% active;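 active = mean replicate activation of at least 60% and every replicate at or above 60%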;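 also: 0% = median plate neutral-control signal and 100% = twice that signal; values of inactives mirror those of a sister screen read the other way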
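Test system: SR-BI-overexpressing, LDLR-lacking CHO cells. Measured by: DiI fluorescence, bottom read. Medium: Ham's F12 with 0.5% BSA, HEPES 25 mM, pH 7.4. Timing: 3 h uptake period with compound, 37 °C.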
DAGLB inhibitor: diacylglycerol lipase beta (human) inhibition; Q8NCG7; HEK293T DAGLB membrane lysate, EnzChek fluorogenic substrate; 340,000 tested, 0.059% active; inhibition, % at 5.17 µM; in the data active = inhibition above about 34%;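 also: 0% = enzyme with vehicle and 100% = wells lacking enzyme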
* hit, by the source's call; nt = not tested or not shown. These rows are one share of the data; count on the stated rates, not on these rows.

SMILES	CAL PDZ FP-1	cardiac RTF act	Cardiac RTF inh	CAL PDZ FP-2	LANA DNA inh	PKA-R2B activ	Keap1 Nrf2 FP	Rtt109 Vps75	SR-BI DiI-HDL act	DAGLB inhibitor
O=C1NC(=O)C(CCc2ccncc2)(Cc2ccc([N+](=O)[O-])cc2)C(=O)N1	-6	9	-10	-2.1	1.2	-1	-3	2	22	0
CCN1CC2C3CCC(C)(O3)C2C1 (stereo not drawn)	-2	1	-3	-3.1	0.9	-12	2	6	4	0
CCOC(=O)c1nc2ccccc2c(=O)n1-c1cccc(C)c1	-1	1	-6	-1.0	0.4	-5	0	-7	-1	-2
Cc1ccc(CNC2=NCCS2)cc1	-2	-8	1	0.3	-0.3	-4	0	-7	1	1
O=Cc1c(C(=O)O)n(Cc2ccc(F)cc2Cl)c2ccccc12	-3	6	-9	-3.5	-0.9	-10	-8	7	19	10
Cn1c(O)c(/C=N/c2ccccn2)c(=O)n(C)c1=O	-1	0	5	-0.6	0.6	4	-4	3	8	-1
C=CCN1CC[C@]23c4c5ccc(O)c4OC2[C@H](O)CC[C@@]3(O)[C@H]1C5 (stereo partly drawn)	1	-1	-3	-2.8	-0.4	1	-2	-3	34	-2
COC(=O)Nc1ccc(N=C(N)N[N+](=O)[O-])cc1	nt	5	-1	-1.3	-1.4	0	-4	-4	7	-1
Cc1ccc(-c2nc3ccccc3c(=O)n2-c2cccc(C)n2)cc1	4	nt	nt	-0.9	-1.2	nt	-4	4	-58	nt
COC(=O)C1=C(c2cc3ccccc3s2)C[C@@H]2CC[C@H]1N2C(=O)NCc1ccc(C(F)(F)F)cc1	-2	3	-7	0.2	-0.5	-7	-8	-3	-18	-10
COc1cccc(C(=O)C2CCCN(Cc3ccon3)C2)c1 (stereo not drawn)	-4	2	-4	-0.7	0.4	1	-2	3	3	0
COC(=O)C1=C(c2ccc(F)cc2OCc2ccccc2)C[C@@H]2CC[C@H]1N2C(=O)N1CCOCC1	-3	0	4	-0.5	2.3	8	3	3	19	0
O=C(Cc1ccccc1)N1CCN(Cc2cccc(Cl)c2)CC1	nt	-2	5	-1.2	-0.5	1	4	-14	11	-2
Cc1ccc(S(=O)(=O)N(C)C/N=C(\N)N[N+](=O)[O-])cc1	2	nt	nt	-0.2	-1.9	nt	0	-11	14	nt
C/C(=N\Nc1cccc2ccccc12)c1c(O)n(Cc2ccccc2)c(=O)[nH]c1=O	-2	6	-20	-0.4	-1.1	7	-1	7	-40	10
COc1cccc(NC(=O)CN2CC(c3ccccc3)CC2=O)c1 (stereo not drawn)	0	1	1	0.0	-3.0	-8	-4	-4	6	-1
COC(COC(N)=O)C1=C(N2CC2)C(=O)C(C)=C(N2CC2)C1=O (stereo not drawn)	-6	-2	-17	0.2	3.6	-5	-1	0	22	0
Cn1c(=O)cc(SCC(=O)N2CCC3(CC2)OCCO3)c2ccccc21	1	-7	6	1.0	-1.0	-8	1	-15	-11	-3
O=C1NC(=O)C2(Cc3ccccc3N3CCCC32)C(=O)N1 (stereo not drawn)	-3	-1	-5	1.1	4.7	-12	8	-23	3	0
O=C(Nc1ccc2ccccc2c1)c1nn(C23CC4CC(CC(C4)C2)C3)cc1Br	0	9	-18	-2.0	0.6	4	-6	0	-45	-24
N#Cc1ccc(NC(=O)CN2C(=O)NC3(CCCC3)C2=O)cc1Cl	-5	-4	-6	-2.3	0.4	0	-4	-5	nt	0
CN1CCN(Cc2cc(C(C)(C)C)c(O)c(C(C)(C)C)c2)CC1	2	-7	6	-1.2	0.8	-2	-8	12	26	1
COC(=O)C1=C(c2cc3ccccc3o2)C[C@@H]2CC[C@H]1N2C(=O)NCc1ccc(C(F)(F)F)cc1	0	-4	-10	1.6	-0.5	-11	0	-4	-5	-2
O=C(COc1ccccc1)N1CCN(C/C=C/c2ccccc2)CC1	-3	-3	-6	-0.8	-0.2	-6	-3	-8	-6	-1
CCN(CC)C(=O)c1ccc(NC(=O)CCCSc2ccccc2)cc1	80*	4	11	-0.8	0.5	5	3	9	-13	-2
CC1CN(C)C(C)(C)CC1(O)c1ccccc1 (stereo not drawn)	-5	1	-17	0.1	0.7	8	5	1	7	2
CNC(C(=O)c1ccccc1)C(OC)c1cccc([N+](=O)[O-])c1 (stereo not drawn)	1	-3	4	-0.3	0.5	-2	-3	6	4	2
Cc1ccc(OP(=O)(NC(C)c2ccccc2)Oc2ccc(C)cc2)cc1 (stereo not drawn)	-4	0	-4	0.2	1.0	-3	2	1	-12	-6
CC1CC2(C)C(=CC1=O)CCC1C3CCC(C)(O)C3(C)CC3OC312 (stereo not drawn)	-2	2	2	0.6	-0.3	-2	-5	8	17	5
COC(=O)C1=C(c2ccc(F)cc2F)C[C@@H]2CC[C@H]1N2C(=O)NCCNC(C)=O	0	1	-11	0.2	-2.4	16	2	-5	8	0
O=[N+]([O-])c1ccc2c(c1)C(c1ccccc1)=NCCN2	33*	-2	-3	-0.2	-1.6	4	1	-6	-1	-2
CC(=NCc1ccco1)c1c(O)n(C)c(=O)n(C)c1=O	nt	-2	-2	0.5	2.5	3	-7	3	18	-1
COc1cc(C(O)CNC(C)C)cc(F)c1OC (stereo not drawn)	-2	3	2	-1.3	0.9	6	0	-2	2	-4
CCOP(=S)(OCC)SCSP(=S)(OCC)OCC	nt	-2	7	-0.8	-1.2	-6	-3	11	7	-8
CCCCc1nc2ccccc2c(=O)n1-c1ccc(Cl)cc1[N+](=O)[O-]	nt	6	1	-1.5	-2.0	4	2	-8	0	-2
C[C@@H]1NCCc2cc(O)c(O)cc21	-2	5	3	0.5	-0.7	-3	-3	6	10	1
COc1ccc(N2C(=O)NC(=O)C(CCc3ccncc3)(CCc3ccncc3)C2=O)cc1	-32	2	-9	0.0	0.4	9	4	-1	12	1
CNC(=O)Oc1cccc2ccccc12	nt	2	0	-0.5	0.1	7	4	-2	-3	-1
Ic1ccccc1CN[C@@H]1C2CCN(CC2)[C@@H]1C(c1ccccc1)c1ccccc1	-2	8	-5	-2.2	-0.6	-7	-3	21	11	3
CCCCCn1c(=O)c(C(=O)NCc2ccncc2)c(O)c2ccccc21	-3	8	1	-3.2	1.2	-6	-1	7	-10	-7
OC(CN1CCCCC1)c1c[nH]c2ccccc12 (stereo not drawn)	-2	3	-7	-0.4	-1.2	-11	-3	10	4	-1
COc1cccc(C(=O)C2CCCN(Cc3ccc4nonc4c3)C2)c1 (stereo not drawn)	2	3	-3	-0.5	-2.6	-10	-1	25	-14	-9
N=c1c[n+](CC23CC4CC(CC(C4)C2)C3)[n-]o1	nt	1	-3	-1.6	4.4	-13	-1	12	17	1
O=C1NC(=S)NC(=O)C1Cc1ccccc1O	-2	-5	-4	-1.1	-0.2	-5	1	6	34	1
COC(=O)C1=C(c2cc3ccccc3s2)C[C@@H]2CC[C@H]1N2C(=O)NCCO	-4	0	2	-2.6	0.7	0	-7	16	11	-2
Cc1oc2ccc(OC(=O)N(C)C)cc2c1C(=O)OC(C)C	-1	4	-7	0.2	0.7	3	-3	12	-2	-7
COc1ccccc1-n1c(-c2ccccc2Br)nc2ccccc2c1=O	5	-9	-10	-3.6	-1.4	-6	-5	-1	33	-1
CCc1c(C)nc(N)nc1N1N=C1SCC#N	0	0	-4	-1.7	2.1	-9	-2	0	27	-1
OC(c1cccc(Cl)c1)(c1cccc(Cl)c1)C1CN2CCC1CC2 (stereo not drawn)	1	2	-1	nt	0.6	-4	-4	7	13	2
CC(=O)OC1CCC2(C)C(CC(=O)C3C2CCC2(C)C(OC(C)=O)CCC32)C1 (stereo not drawn)	-3	0	-1	-0.8	-3.2	4	3	-2	-14	2
(list continues)
SMILES	CAL PDZ FP-1	cardiac RTF act	Cardiac RTF inh	CAL PDZ FP-2	LANA DNA inh	PKA-R2B activ	Keap1 Nrf2 FP	Rtt109 Vps75	SR-BI DiI-HDL act	DAGLB inhibitor
CCOc1ccc(-n2c(-c3cccs3)nc3ccccc3c2=O)cc1	2	-4	6	-1.0	0.3	-15	-1	-18	-44	-5
Cc1cc(C)cc(-n2c(C)cc(/C=C3\C(=O)NC(=O)N(C)C3=O)c2C)c1	-2	6	-2	-1.6	-0.4	1	-2	3	-25	2
Cc1nn(CC(=O)N2CCC3(CC2)OCCO3)c(=O)c2cc3ccccc3n12	nt	1	-7	0.1	-0.5	1	-5	-13	21	2
O=c1c2ccccc2nc(-c2ccccc2)n1-c1ccccn1	-4	2	-6	nt	-1.5	2	-4	1	11	0
CN1CCN(c2cn[nH]c(=O)c2Cl)CC1	-7	6	-5	0.3	0.2	8	-5	-7	9	-1
O=C(c1ccc(F)cc1Cl)N1CCC2(CC1)OCCO2	-3	-5	9	22	0.9	2	1	-4	-10	1
Cn1c(O)c(/C=C2/C=CC=N2)c(=O)[nH]c1=O	-3	2	-2	-2.5	1.2	6	0	12	nt	2
COc1ccc(NC(=O)c2cn(CCC#N)nc2-c2cccc(Br)c2)cc1	5	-3	-1	-1.5	-2.1	-3	-3	1	4	-2
COc1ccc(C2SCC(=O)Nc3c2c(C)nn3-c2ccccc2)cc1 (stereo not drawn)	-4	-2	-4	-0.3	-0.4	2	-18	2	24	-7
COc1ccc(-n2c(O)c(C(C)=NC3CC3)c(=O)[nH]c2=O)cc1	-4	0	9	-2.0	2.0	-6	1	0	17	-1
O=C(COc1ccc2ccccc2c1)N1CCN(Cc2c[nH]c3ccccc23)CC1	0	-10	2	-2.0	3.7	-4	3	4	-13	5
CCOC(=O)c1c(NC(=O)C(c2ccccc2)c2ccccc2)sc2c1C1CCN2CC1	-2	4	-7	0.4	1.8	-5	3	-6	4	3
O=C1NC(=O)C(C2CCCCCC2)C(=O)N1	-5	-2	-4	-1.0	-1.0	-11	2	8	7	-1
CN(CCOc1ccc(C=C2C(=O)NC(=O)NC2=O)cc1)c1ccccn1	nt	-3	-9	-0.6	-0.4	-12	3	2	8	-2
CCCN(CC#CCOc1ccc(OC)cc1)CCC	2	1	1	-2.2	1.2	-2	2	10	20	-4

Reformatted: entries from further up.
Values run as follows: CAL PDZ FP-1, cardiac RTF act, Cardiac RTF inh, CAL PDZ FP-2, LANA DNA inh, PKA-R2B activ, Keap1 Nrf2 FP, Rtt109 Vps75, SR-BI DiI-HDL act, DAGLB inhibitor
> O=C(COc1ccc2ccccc2c1)N1CCN(Cc2c[nH]c3ccccc23)CC1
 : 0, -10, 2, -2.0, 3.7, -4, 3, 4, -13, 5
> CCOC(=O)c1c(NC(=O)C(c2ccccc2)c2ccccc2)sc2c1C1CCN2CC1
 : -2, 4, -7, 0.4, 1.8, -5, 3, -6, 4, 3
> O=C1NC(=O)C(C2CCCCCC2)C(=O)N1
 : -5, -2, -4, -1.0, -1.0, -11, 2, 8, 7, -1
> CN(CCOc1ccc(C=C2C(=O)NC(=O)NC2=O)cc1)c1ccccn1
 : nt, -3, -9, -0.6, -0.4, -12, 3, 2, 8, -2

Source: PubChem BioAssay (several laboratories)
